E coli growth = reduces bacterial viability in AddAB counter-screen; actives 0.27% (n = 330,000); E. coli V3065 growth, OD600 absorbance, 18 h; inhibition, % at 11.9 µM;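 active = inhibition above the campaign's mean inhibition across all tested compounds plus 3 SD, cut at about 9.9% in these data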;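 note: uninfected addAB+ strain grown without phage in ampicillin broth; 0% = DMSO wells and 100% = ciprofloxacin 0.95 µg/ml wells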
PvdQ inh = P. aeruginosa PvdQ acylase inhibition | purified PvdQ acylase, fluorescence plate reader | inhibition, % at 10 µM | actives 0.063% (n = 340,000); in the data active = inhibition above about 30%, passing the limit was not always enough;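 note: 0% = vehicle neutral wells and 100% = reference inhibitor wells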
DAGLB inh = blocks human DAGLB lipase activity. AID 504411. inhibition, % at 5.17 µM. HEK293T DAGLB membrane lysate, EnzChek fluorogenic substrate. Q8NCG7. actives 0.059% (n = 340,000); in the data active = inhibition above about 34%;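 note: 0% = enzyme with vehicle and 100% = wells lacking enzyme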
Target sequence (Q8NCG7 whole entry, looked up): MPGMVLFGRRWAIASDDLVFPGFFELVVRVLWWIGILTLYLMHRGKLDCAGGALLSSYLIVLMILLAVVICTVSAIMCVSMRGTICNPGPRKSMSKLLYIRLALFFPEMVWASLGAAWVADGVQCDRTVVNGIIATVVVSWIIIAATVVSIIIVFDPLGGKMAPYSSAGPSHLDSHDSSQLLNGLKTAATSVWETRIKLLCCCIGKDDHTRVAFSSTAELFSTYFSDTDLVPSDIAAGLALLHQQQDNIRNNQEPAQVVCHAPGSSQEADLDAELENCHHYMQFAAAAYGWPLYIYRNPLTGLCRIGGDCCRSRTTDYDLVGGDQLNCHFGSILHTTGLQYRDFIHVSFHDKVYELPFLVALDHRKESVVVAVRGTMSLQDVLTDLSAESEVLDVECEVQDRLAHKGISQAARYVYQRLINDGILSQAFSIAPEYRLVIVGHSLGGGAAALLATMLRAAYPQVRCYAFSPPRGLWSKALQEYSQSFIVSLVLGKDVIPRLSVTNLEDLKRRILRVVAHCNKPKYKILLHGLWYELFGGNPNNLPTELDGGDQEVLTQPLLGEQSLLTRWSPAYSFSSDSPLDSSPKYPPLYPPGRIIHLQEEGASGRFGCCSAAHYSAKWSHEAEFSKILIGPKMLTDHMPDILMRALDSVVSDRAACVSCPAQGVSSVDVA
PfHsp90 set2 = growth inhibition of yeast expressing Plasmodium Hsp90; S. cerevisiae expressing PfHsp90, BacTiter-Glo ATP, 48 h; yeast lacking PDR1 and PDR3 efflux regulators; actives 0.32% (n = 310,000); AID 504621; inhibition, % at 9.4 µM;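 active = every replicate shows inhibition above about 80%, whatever the replicate mean, limit read from the data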;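 note: 0% = DMSO neutral controls and 100% = 20 µM radicicol positive controls; yeast relying on Plasmodium falciparum Hsp90 in place of its own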
CAL PDZ inh = inhibitors of human CAL PDZ peptide binding. Q9HD26. purified CAL PDZ, TMR-peptide fluorescence polarization, 1 h. inhibition, % at 20 µM. actives 0.02% (n = 330,000);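 active = highest replicate inhibition of at least 40%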;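 note: plate controls were DMSO neutral control wells for no effect and unlabeled competitor peptide control wells for full effect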
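Assay system – tagged CAL PDZ protein CerCALP, purified · Timing – 1 h at RT · Compound – single point, 20 µM · Measured by – fluorescence polarization from S- and P-plane intensities, G-factor corrected · Evaluation – inhibition from polarization loss · Probe or stimulus – TMR reporter peptide T*-PRC34 · Buffer or medium – pH 7.4 phosphate-saline buffer, reducing agent, detergent, IgG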
Rtt109 Vps75 = blocks Candida albicans Rtt109/Vps75 acetyltransferase activity | actives 0.16% (n = 330,000) | inhibition, % at 34.9 µM | purified Rtt109/Vps75, ThioGlo CoA-SH fluorescence, 4 h | Q5AAJ8;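 active = inhibition of at least 50% in every replicate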
Target sequence (Q5AAJ8 whole entry, looked up): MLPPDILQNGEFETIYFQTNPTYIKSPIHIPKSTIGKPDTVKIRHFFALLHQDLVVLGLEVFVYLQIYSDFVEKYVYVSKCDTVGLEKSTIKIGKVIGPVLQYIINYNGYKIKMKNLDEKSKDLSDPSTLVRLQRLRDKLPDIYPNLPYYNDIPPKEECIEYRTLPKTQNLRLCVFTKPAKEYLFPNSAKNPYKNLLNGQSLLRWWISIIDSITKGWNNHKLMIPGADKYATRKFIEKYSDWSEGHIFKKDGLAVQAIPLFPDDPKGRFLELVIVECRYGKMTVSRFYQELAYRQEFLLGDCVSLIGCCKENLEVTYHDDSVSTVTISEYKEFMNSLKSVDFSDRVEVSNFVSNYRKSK
phage Ecoli inh = E. coli growth loss with phage present. actives 0.26% (n = 360,000). growth absorbance. AID 651602. inhibition, % at 11.9 µM; in the data active = inhibition above about 11%
Tat transport = E. coli Tat transport inhibition. inhibition, % at 10 µM. actives 0.036% (n = 340,000). E. coli MC4100 TorA-mCherry Tat export, fluorescence;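 active = mean replicate inhibition at least 50% and at least half of replicates individually reaching 50%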;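 note: exported cargo escapes ClpAP degradation while cytoplasmic cargo is degraded and loses fluorescence; 0% = median of neutral control wells and 100% = median of NaSCN control wells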
AddAB inh = less growth of phage-infected E. coli with AddAB | E. coli expressing H. pylori AddAB, absorbance growth | inhibition, % at 11.9 µM | AID 435030 | actives 0.29% (n = 330,000); in the data active = inhibition above about 12%;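 note: 0% = vehicle wells of infected cells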
Wnt act = activates Wnt/beta-catenin signaling in a reporter cell assay. AID 743398. activation, % at 9.35 µM. actives 1.2% (n = 300,000). activator, plate reader; in the data active = activation above about 30%, passing the limit was not always enough;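 note: 0% = neutral control wells and 100% = positive control wells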
Starred values were filed as active, the others as inactive; · = not tested or not shown.

SMILES	E coli growth	PvdQ inh	DAGLB inh	PfHsp90 set2	CAL PDZ inh	Rtt109 Vps75	phage Ecoli inh	Tat transport	AddAB inh	Wnt act
Cc1cc(C(=O)Cn2cnc3cc(F)ccc3c2=O)c(C)n1C1CC1	0.4	-10	0	6	0.5	-1	2.2	-6	-1.3	-2
Cc1ccc(C(C(=O)NC2CCCCC2)N(Cc2cccnc2)C(=O)c2csnn2)cc1 (stereo unspecified)	1.2	-4	1	15	-1.2	-4	0.1	2	1.5	-2
COc1ccc(N(CC(=O)NCc2ccccc2)C(=O)CCC(=O)Nc2cc(C)ccn2)c(OC)c1	-1.2	-2	0	5	-2.2	6	0.9	-7	-1.1	1
COC(=O)/C=C1\S/C(=N/N=C/c2ccco2)NC1=O	3.0	-1	3	-5	-2.7	-2	4.4	-1	-0.6	1
CNC(=S)NCc1ccc2[nH]c3c(c2c1)CCCC3	1.9	-18	-3	-8	0.1	8	1.3	-6	4.0	-2
CC(C)(C)C(=O)Nc1ccc(C(=O)Nc2cccc(Oc3ccc(C(=O)O)c(C(=O)O)c3)c2)cc1	0.6	-12	1	13	·	-8	1.7	5	-0.6	4
CCn1c(CSc2nc(C)cc(C)n2)nnc1SCC(=O)Nc1cccc2ccccc12	0.1	-2	-3	-6	-3.0	·	0.1	-1	0.6	-3
CN(C)C(=O)c1ccc(-c2cc(C(F)(F)F)n(C)n2)s1	0.1	6	-1	-1	0.4	-5	-2.4	1	-1.3	-1
CCCNC(=O)c1ccc(N2CCC3(CC2)CC(c2cccc(Br)c2)=NO3)c(N)c1	0.9	-9	3	-12	-0.5	5	0.0	-5	0.6	6
COc1ccc(Nc2ncc(C#N)c(N)n2)c(OC)c1	1.1	4	-6	-1	0.7	2	4.3	3	-1.1	8
O=S(=O)(/N=S1\CC=CCN1S(=O)(=O)c1ccccc1)c1ccccc1 (stereo unspecified)	·	-13	-3	35	-1.5	10	1.7	-10	·	0
Cc1ccc(C(=O)N/C(=C\c2cn(C)c3ccccc23)C(=O)N2CCN(C)CC2)cc1	1.8	-9	2	-4	-2.0	-6	2.4	1	0.8	-1
O=C(Nc1nc(-c2cc(F)ccc2F)cs1)C1=COCCO1	1.3	-17	-9	·	-0.8	2	3.5	15	1.4	21
N#Cc1cccnc1Nc1ccc(Cl)cc1	0.6	32*	-1	1	-2.5	·	2.4	-2	4.2	-3
C=C(C)Cn1c(COc2ccccc2)nnc1SCC(=O)O	-0.3	-3	0	-24	0.5	-2	3.4	4	-1.6	·
CCc1sc(C(=O)NCCc2ccc(S(N)(=O)=O)cc2)cc1Br	-2.0	-3	-4	-48	-1.9	-6	0.1	2	-0.3	-2
Cc1cc(C)nc(SCc2cc(=O)c(OC(=O)c3ccc(S(=O)(=O)N4CCCC4)cc3)co2)n1	-4.2	-4	-1	37	-3.9	5	4.0	-1	2.7	0
COCCCNC(=O)C1CCC(CNS(=O)(=O)c2ccc3c(c2)N(C(C)=O)CCO3)CC1 (stereo unspecified)	1.3	9	0	-2	-1.4	-2	1.3	-1	-0.1	-1
Cc1ccc(NC(=O)c2ccco2)c([N+](=O)[O-])c1	-0.9	2	-3	-50	-1.0	-2	2.4	-5	2.2	9
CCOC(=O)CC1C(=O)NCCN1C(=O)c1cccc(C(F)(F)F)c1 (stereo unspecified)	0.9	-2	-2	-9	-0.6	4	0.9	0	3.9	·
CCOC(=O)C1CCCN(c2c(NCCc3ccc(Cl)cc3)c(=O)c2=O)C1 (stereo unspecified)	-0.6	-12	0	19	0.0	-10	0.8	-6	-2.0	-1
O=c1c2cnn(-c3ccccc3)c2nc(-c2cccs2)n1-c1ccc(Br)cc1	3.1	-10	3	17	-1.6	0	2.5	22	0.3	·
CSc1nnc(SCC#N)s1	0.3	·	·	·	·	·	-1.0	·	2.1	-1
COc1cccc(CCC(=O)Nc2cc3c(cc2C(=O)O)OCCCO3)c1OC	-1.2	-20	-1	-19	-0.5	-18	7.4	-4	1.1	2
CCc1ccc(N2CC(C(=O)N/N=C/c3cccc([N+](=O)[O-])c3)CC2=O)cc1 (stereo unspecified)	-2.8	9	1	-9	-2.8	·	1.7	-5	1.4	·

Reprinted from the part before: 6 compounds, then new ones.
SMILES	E coli growth	PvdQ inh	DAGLB inh	PfHsp90 set2	CAL PDZ inh	Rtt109 Vps75	phage Ecoli inh	Tat transport	AddAB inh	Wnt act
CCOC(=O)CC1C(=O)NCCN1C(=O)c1cccc(C(F)(F)F)c1 (stereo unspecified)	0.9	-2	-2	-9	-0.6	4	0.9	0	3.9	·
CCOC(=O)C1CCCN(c2c(NCCc3ccc(Cl)cc3)c(=O)c2=O)C1 (stereo unspecified)	-0.6	-12	0	19	0.0	-10	0.8	-6	-2.0	-1
O=c1c2cnn(-c3ccccc3)c2nc(-c2cccs2)n1-c1ccc(Br)cc1	3.1	-10	3	17	-1.6	0	2.5	22	0.3	·
CSc1nnc(SCC#N)s1	0.3	·	·	·	·	·	-1.0	·	2.1	-1
COc1cccc(CCC(=O)Nc2cc3c(cc2C(=O)O)OCCCO3)c1OC	-1.2	-20	-1	-19	-0.5	-18	7.4	-4	1.1	2
CCc1ccc(N2CC(C(=O)N/N=C/c3cccc([N+](=O)[O-])c3)CC2=O)cc1 (stereo unspecified)	-2.8	9	1	-9	-2.8	·	1.7	-5	1.4	·
Fc1ccc(-c2onc3ccc(C4OCCO4)cc23)cc1	-1.9	4	-2	-15	-2.5	14	3.5	6	2.7	-2
Cc1nc2cc(OCc3cc(C(=O)NC(C)c4cn(C)nc4C)no3)ccc2s1 (stereo unspecified)	0.4	-12	3	-5	-0.4	8	2.1	0	1.8	-1
O=C(OCCOc1cccc(Cl)c1)c1cc(S(=O)(=O)N2CCCCC2)ccc1N1CCOCC1	2.0	6	-7	·	-0.8	17	3.6	19	2.2	-9
CCOC(=O)N1CCC(NC(=O)CSCc2nc(-c3ccc(OC)c(OC)c3)oc2C)CC1	2.3	-6	-2	-1	-1.6	-1	0.3	-6	7.1	3
O=[N+]([O-])c1ccc(COc2cccc(CN3CCCCC3)c2)cc1	·	-16	1	-23	-0.6	-3	2.6	5	·	-4
O=C1CC(NNC(=O)c2ccccc2)C(=O)N1 (stereo unspecified)	-1.3	-9	0	·	-1.8	·	1.4	-2	1.4	·
CCOC(=O)c1cnc2c(OC)cccc2c1N1CCN(c2ccc(OC)cc2)CC1	1.5	-18	-2	8	-3.5	5	1.6	7	1.1	-5
CC(C)(C)NC(=O)Cn1c(=O)oc2cc(S(=O)(=O)N3CCc4ccccc43)ccc21	-0.3	-10	-4	-9	0.3	-8	1.1	0	3.9	-4
Cc1n[nH]c(C)c1S(=O)(=O)N(CC(=O)Nc1ccc2c(c1)OCCO2)c1ccc(C(C)C)cc1	-1.6	-2	0	-13	1.0	-4	0.9	1	4.0	-4
CN(CC(=O)Nc1ccc(F)cc1)C(=O)COc1ccccc1Cc1ccccc1	-0.7	8	-5	·	-1.5	51*	2.5	12	-1.5	-1
O=C(CCS(=O)(=O)c1ccc(Cl)cc1)Nc1ccccc1Br	0.0	-8	-1	-5	-0.1	1	2.1	-9	1.8	0
O=C(O)c1cn(-c2ccccc2)nc1-c1cccnc1	0.2	-16	1	·	-2.6	5	3.6	-3	1.6	·
O=C(Nc1ccc(Cl)cc1)C(c1ccccc1)N1CCOCC1 (stereo unspecified)	0.9	-7	0	5	-1.1	1	1.5	-9	2.3	-5
C=CCOc1ccc(C2NC(=O)c3ccccc3O2)cc1 (stereo unspecified)	0.6	-7	-1	-28	-2.9	1	-0.4	-3	3.0	24
Cc1sc2ncnc(NCc3cccnc3)c2c1C	-0.8	-14	2	-25	-0.8	-4	4.3	-1	-0.2	-4
CN(C1CCCCC1)S(=O)(=O)c1ccc2c(c1)c(=O)c(C(=O)NCCN1CCCC1)cn2C	-1.8	-4	0	-7	-0.6	5	0.9	-6	2.1	-5
O=C(O)c1nn2cc(CCO)cnc2c1Cl	-1.7	-22	-4	30	0.2	-6	4.2	-8	4.0	-3
O=C(O)c1nccnc1C(=O)NCCc1c[nH]c2ccccc12	0.9	-1	-3	9	-1.4	6	-1.0	0	2.7	-2
O=C(O)CCC(=O)N1N=C(c2c(-c3ccccc3)c3cc(Cl)ccc3[nH]c2=O)CC1c1ccccc1 (stereo unspecified)	-1.2	-10	6	-8	-5.6	14	0.9	-2	-2.5	-2
COc1ccccc1C(=O)Oc1ccc(C(C)C)cc1	0.6	-15	-11	-11	-2.9	-5	2.2	2	2.0	-2
COc1cccc(NC(=O)C2C3C=CC(C3)C2C(=O)O)c1 (stereo unspecified)	1.6	-12	0	-10	-27	-4	2.4	-1	3.7	-1
O=c1c(Cl)c(NCc2ccc(F)cc2)cnn1C12CC3CC(CC(C3)C1)C2	2.0	-12	3	5	-0.1	-13	5.9	3	5.0	-6
COCCCNC(=O)c1ccccc1Oc1ccccc1	1.5	-11	-2	-34	-0.6	6	0.6	-4	2.9	-2
Cc1ccccc1Nc1nnc(-c2ccc(C(=O)NCCO)cc2)c2ccccc12	-1.2	4	-3	-17	-2.5	0	1.2	2	-0.2	1
COc1ccc(N/N=C(/C)c2cnnc(-c3ccccc3)n2)cc1	-4.5	-7	4	-2	0.7	-4	0.6	5	-3.4	·

3 structures from above, ordered by molecular weight, lowest first.
SMILES	E coli growth	PvdQ inh	DAGLB inh	PfHsp90 set2	CAL PDZ inh	Rtt109 Vps75	phage Ecoli inh	Tat transport	AddAB inh	Wnt act
CN(C)C(=O)c1ccc(-c2cc(C(F)(F)F)n(C)n2)s1	0.1	6	-1	-1	0.4	-5	-2.4	1	-1.3	-1
O=C(Nc1nc(-c2cc(F)ccc2F)cs1)C1=COCCO1	1.3	-17	-9	·	-0.8	2	3.5	15	1.4	21
COc1cccc(CCC(=O)Nc2cc3c(cc2C(=O)O)OCCCO3)c1OC	-1.2	-20	-1	-19	-0.5	-18	7.4	-4	1.1	2

New compounds follow.
SMILES	E coli growth	PvdQ inh	DAGLB inh	PfHsp90 set2	CAL PDZ inh	Rtt109 Vps75	phage Ecoli inh	Tat transport	AddAB inh	Wnt act
Cc1cccc(-n2c(Cc3ccccc3)n[nH]c2=S)c1	3.0	-6	1	-23	0.1	25	5.5	-1	5.2	-2
CN(C)/N=C/c1c(O)ccc2ccccc12	-0.8	-13	-4	6	0.9	-6	0.5	6	0.8	·
CCN(CC)c1ccc(/C=C/C(=O)c2cccnc2)cc1	-2.6	6	-1	·	-1.8	7	2.5	9	1.3	-5
Cc1nc(SCc2c(F)cccc2Cl)n[nH]1	-1.7	-9	0	46	-2.4	0	4.5	-1	0.7	·
CC(=O)N1CCN(c2ccc(NCc3ccc(C(C)C)cc3)cc2)CC1	-4.0	-20	11	12	-0.7	6	2.8	1	-2.5	-4
CC(C)NS(=O)(=O)c1cccc2nsnc12	0.2	14	-2	6	-0.8	-5	-2.5	-14	2.2	·
COc1ccc2oc(=O)c(C(=O)Nc3cccc(C(C)=O)c3)cc2c1	-1.1	-8	1	-6	-1.1	2	-2.2	-6	0.6	12
O=C(CCNC(=O)c1ccccc1Cl)Nc1ccc2c(c1)OCO2	1.2	-5	-1	20	2.4	-11	1.9	-8	4.6	1

One compound at a time, as listed above. Order of values: E coli growth | PvdQ inh | DAGLB inh | PfHsp90 set2 | CAL PDZ inh | Rtt109 Vps75 | phage Ecoli inh | Tat transport | AddAB inh | Wnt act
CCN(CC)c1ccc(/C=C/C(=O)c2cccnc2)cc1 as listed: -2.6 | 6 | -1 | · | -1.8 | 7 | 2.5 | 9 | 1.3 | -5
CC(=O)N1CCN(c2ccc(NCc3ccc(C(C)C)cc3)cc2)CC1 as listed: -4.0 | -20 | 11 | 12 | -0.7 | 6 | 2.8 | 1 | -2.5 | -4
CN(C)/N=C/c1c(O)ccc2ccccc12 as listed: -0.8 | -13 | -4 | 6 | 0.9 | -6 | 0.5 | 6 | 0.8 | ·

Screening data (PubChem)
